# Screens from PubChem.
# Thrombin inh: thrombin (human) inhibition. P00734. alpha-thrombin, Boc-VPR-AMC fluorogenic substrate cleavage. inhibition, % at 5 µM. 0.26% of 220,000 active. AID 1046;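 active = inhibition at or above 40%; inactive = inhibition below 40%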;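 note: 0% = enzyme with no compound and 100% = wells without enzyme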
#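 System: human alpha-thrombin protein; Compound dosing: one concentration per compound, 5 µM, with 0.2% DMSO; Timing: reaction at room temperature; Technique: AMC fluorescence, 355/460 nm; Controls: enzyme without compound as high, wells lacking enzyme as low.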
# Runt-CBFb FRET: blocks binding of human RUNX1 Runt domain to CBFb | Q01196+Q13951 | Cerulean-Runt/Venus-CBFb FRET ratio 530/480, 1 h | inhibition, % at 20 µM | 0.46% of 220,000 active | AID 1496;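 active = inhibition over about 50% at 20 µM in the single-dose screen, limit read from the data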;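 note: 0% = DMSO wells and 100% = excess unlabeled CBFb competitor control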
#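 System: Cerulean-labeled Runt domain protein | Quantity: 100 nM of each labeled protein | Schedule: 1 h compound exposure, room temperature | Detection: Fluorescence energy transfer, 422 nm excitation, 530/480 nm emission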
# 14-3-3 Bad PPI: disrupts binding of bovine 14-3-3 zeta to phospho-Bad peptide; TR-FRET 14-3-3zeta/Dy647-pBad peptide displacement, 1 h; inhibition, % at 21.7 µM; 0.71% of 220,000 active;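 active = inhibition above about 70%, limit read from the data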;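 note: 0% = full 14-3-3 plus peptide FRET controls and 100% = background without 14-3-3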
# Wee1 stabilizer: blocks degradation of human Wee1 kinase. HeLa Luc-Wee1K328M stability, luciferase luminescence; 100% = proteasome inhibitor MG132 effect. reporter increase, % at 5 µM. 1.2% of 220,000 active. AID 1321;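 active = activation above the mean of all tested compounds plus 3 SD, set per screening run, cut at about 8.8% in these data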;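 note: cells exposed to compound for 20 h before luminescence read; 0% = DMSO alone and 100% = MG132 at 30 µM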
# FXIa inh 1536: blocks human coagulation factor XIa protease activity; P03951; purified FXIa, Boc-Glu-Ala-Arg-AMC fluorogenic substrate; inhibition, % at 5 µM; 0.14% of 220,000 active; AID 798;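 active = inhibition of at least 40%; inactive = inhibition below 40%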;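 note: fluorescence of freed AMC excited at 355 nm; 0% = enzyme without compound and 100% = no enzyme blank; many of its hits are not listed in these tables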
# FXIIa inh: factor XIIa (human) inhibition | P00748 | purified FXIIa, Boc-QGR-AMC fluorogenic substrate, 2 h | inhibition, % at 5 µM | 0.3% of 220,000 active | AID 800; in the data active = inhibition above about 40%;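 note: 0% = enzyme with no compound and 100% = blank without enzyme; many of its hits are not listed in these tables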
# Target sequence (P00748 20-372 limits assumed): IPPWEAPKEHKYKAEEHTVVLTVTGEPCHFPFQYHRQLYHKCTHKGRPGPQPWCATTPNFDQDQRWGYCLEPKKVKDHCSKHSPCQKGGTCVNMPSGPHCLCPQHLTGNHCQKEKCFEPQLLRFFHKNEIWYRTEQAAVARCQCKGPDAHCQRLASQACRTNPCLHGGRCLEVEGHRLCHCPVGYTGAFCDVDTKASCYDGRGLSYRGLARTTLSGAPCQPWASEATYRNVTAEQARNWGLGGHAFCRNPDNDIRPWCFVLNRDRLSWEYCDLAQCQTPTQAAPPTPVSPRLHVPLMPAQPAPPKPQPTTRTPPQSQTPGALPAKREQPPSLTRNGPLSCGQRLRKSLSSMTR
# Target sequence (P00748 373-615 limits assumed): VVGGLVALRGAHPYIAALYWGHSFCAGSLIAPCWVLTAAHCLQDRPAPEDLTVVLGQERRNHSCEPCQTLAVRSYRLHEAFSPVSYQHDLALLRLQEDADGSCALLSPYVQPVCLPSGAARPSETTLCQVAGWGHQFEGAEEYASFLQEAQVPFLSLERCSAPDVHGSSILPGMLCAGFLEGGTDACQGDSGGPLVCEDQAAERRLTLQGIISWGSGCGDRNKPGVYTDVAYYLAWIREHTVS
# Runt-SMMHC FRET: blocks binding of human RUNX1 Runt domain to CBFb-SMMHC; Q01196+Q13951; inhibition, % at 20 µM; 0.74% of 220,000 active; Cerulean-Runt/Venus-CBFb-SMMHC FRET ratio 530/480, 1 h;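 active = mean inhibition across duplicate retests at 20 µM reaching about 50%, limit read from the data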;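 note: 0% = DMSO wells and 100% = wells with excess untagged CBFb-SMMHC; inhibitors lower the FRET ratio by blocking Runt binding to CBFb-SMMHC; some results filed as inactive read as strong as hits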
# KLK5 inh: kallikrein 5 (human) inhibition. Q9Y337. recombinant hK5, fluorogenic AMC substrate cleavage. inhibition, % at 5 µM. 0.59% of 210,000 active. AID 873;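 active = inhibition of 40% or more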;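 note: 0% = enzyme controls without compound and 100% = no-enzyme blanks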
# Target sequence (Q9Y337 67-293 limits assumed): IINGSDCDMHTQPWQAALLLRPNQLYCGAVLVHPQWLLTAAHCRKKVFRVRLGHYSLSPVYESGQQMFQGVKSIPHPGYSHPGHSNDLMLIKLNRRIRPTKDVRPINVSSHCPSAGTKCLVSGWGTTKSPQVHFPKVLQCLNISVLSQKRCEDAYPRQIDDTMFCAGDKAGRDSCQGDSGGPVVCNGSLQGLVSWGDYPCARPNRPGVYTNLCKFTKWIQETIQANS
# Hck-Nef inh: human Hck-Nef kinase inhibition | Recombinant Hck-YEEI plus Nef, Z-Lyte FRET kinase assay | inhibition, % at 20 µM | 0.68% of 220,000 active;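 active = Hck-Nef kinase inhibition above about 50%, limit read from the data; inactive = inhibition below that limit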;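 note: 0% = DMSO with Hck plus Nef and 100% = Hck alone without Nef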
# * marks the source's active call; other numbers are inactive results; · = no result given; [ ] = another dose, or the depositor's remark.
1: O=C(O)c1ccc(COc2c(F)c(F)cc(F)c2F)cc1
2: Cn1c(N)c(C(=O)CSc2nnc(-c3ccccc3F)n2N)c(=O)n(C)c1=O
3: C=CCNc1nc2c(c(=O)n(C)c(=O)n2C)n1Cc1ccc(F)cc1
4: CCCn1c(NC(=O)C23CC4CC(CC(O)(C4)C2)C3)nc2ccccc21
5: O=C(CNC(=S)N(CCCN1CCOCC1)Cc1cccs1)NCCN1CCOCC1
6: CCCN(CCC)C(=O)C1c2ccccc2Oc2ccccc21
7: O=C(NCc1ccccc1)C(c1ccncc1)N(C(=O)c1csnn1)C1CC1 (stereo not given)
8: Cc1ccc(C(=O)Cn2nnc3c(sc4nc5c(c(-c6ccccc6)c43)CCC5)c2=O)cc1

assay / entry	1	2	3	4	5	6	7	8
FXIa inh 1536	1	1	-5	-1	1	-3	-10	3
KLK5 inh	-15	7	-8	-1	-3	-2	-1	-4
Runt-CBFb FRET	2	0	0	-2	0	-1	-2	-4
Thrombin inh	-7	0	4	-5	-6	1	-2	-1
Wee1 stabilizer	2	-1	3	-2	8	0	0	-1
FXIIa inh	19	6	6	9	1	8	2	11
Runt-SMMHC FRET	-5	-3	-2	4	3	1	1	-3
14-3-3 Bad PPI	-3	11	-3	-4	-12	2	7	-2
Hck-Nef inh	1	29	3	23	2	-2	-1	2

9: O=C(NCc1cccs1)c1ccncc1
10: NC(N)=Nc1nc2ccccc2o1
11: COc1cc(CN(C)C)cc(C=O)c1O
12: O=C(/C=C/c1ccccc1)NC(=S)Nc1cccnc1
13: O=C1CC(N2CCN(c3ccccc3Cl)CC2)C(=O)N1c1cccc(F)c1 (stereo not given)
14: C=CCn1cccc(C(=O)Nc2ccc(OCC)cc2)c1=O
15: CCN(CC)CCN(C(=O)c1cccc(N2C(=O)CCC2=O)c1)c1nc2cc3c(cc2s1)OCO3
16: Cc1ccc([N+](=O)[O-])cc1NC(=O)Nc1onc(C)c1C

assay / entry	9	10	11	12	13	14	15	16
FXIa inh 1536	-6	2	0	4	-2	4	-1	-10
KLK5 inh	-6	-3	6	-3	-8	-2	10	-9
Runt-CBFb FRET	1	-1	-1	-2	0	0	-2	-2
Thrombin inh	1	-4	-4	2	-9	-3	2	0
Wee1 stabilizer	5	-2	-3	3	-2	-2	4	-2
FXIIa inh	-7	6	10	14	-8	10	8	4
Runt-SMMHC FRET	0	-1	-13	-6	1	0	-4	-1
14-3-3 Bad PPI	-16	-6	-17	0	-4	-7	-1	-3
Hck-Nef inh	-1	11	18	1	1	24	-24	6

17: COC(=O)Cn1c(=NC(=O)c2nc3ccccc3s2)sc2cc(S(N)(=O)=O)ccc21
18: CC(=O)c1cc(F)c(N2CCN(C(=O)C(C)(C)C)CC2)cc1C
19: Cc1nc(NC(=O)c2ccccc2)sc1-c1csc(NCc2ccccc2)n1
20: Cc1ccc(S(=O)(=O)Cc2cc(-c3ccc(Cl)cc3)no2)cc1
21: COC(=O)c1c(NC(=O)C2CC=CCC2C(=O)O)sc(C)c1C (stereo not given)
22: Cc1ccc(Nc2nc(C(=O)N3CCC(C(=O)NCCN4CCOCC4)CC3)cs2)cc1
23: O=C(CSc1nc2nn(-c3ccccc3)c(=O)c-2c2n1CCCCC2)NCCc1ccccc1
24: O=C1c2cccc3cccc(c23)C(=O)N1c1ccc2ncccc2c1

assay / entry	17	18	19	20	21	22	23	24
FXIa inh 1536	-5	7	5	-8	-5	-4	-8	-3
KLK5 inh	-10	-8	-6	-13	-15	-5	-8	-10
Runt-CBFb FRET	-8	-2	9	-3	4	2	-3	-2
Thrombin inh	-31	4	-4	-2	2	2	3	-2
Wee1 stabilizer	-4	0	0	-1	0	0	-2	8
FXIIa inh	-3	14	12	2	17	-9	5	10
Runt-SMMHC FRET	-15	-6	5	2	0	-5	2	2
14-3-3 Bad PPI	14	-4	-13	0	-4	27	-7	74*
Hck-Nef inh	8	-19	0	2	-1	2	21	33

25: Cc1c(C(=O)NCC2CCCO2)oc2ccc3c(c12)C(=O)CC(C)(C)O3 (stereo not given)
26: O=C(CSc1nnc(-c2cccnc2)o1)Nc1ccc(Cl)cc1
27: CCOC(=O)c1c(NC(=O)/C=C/C(=O)O)sc(C)c1-c1ccc(C)c(C)c1
28: Cc1ccc(C(=O)Cn2c(NCCO)nc3ccccc32)cc1
29: COC(=O)Cc1c(C)nc2nc(-c3cccnc3)[nH]n2c1=O
30: C=CCO/N=C(/C)c1ccc(Oc2cnccn2)cc1
31: O=C(Cn1cccc1)Nc1ccc(F)cc1F
32: Cc1ccc(/C=N/N2CCN(c3ccccn3)CC2)cc1

assay / entry	25	26	27	28	29	30	31	32
FXIa inh 1536	5	1	30	-5	6	3	0	-2
KLK5 inh	-32	-4	·	-4	-16	2	-2	-4
Runt-CBFb FRET	-2	2	1	-1	1	-1	1	-2
Thrombin inh	1	-4	4	0	-5	-3	-3	-2
Wee1 stabilizer	4	-3	0	2	3	0	7	-4
FXIIa inh	15	6	35	13	12	9	4	3
Runt-SMMHC FRET	6	1	-5	-4	-9	0	-1	2
14-3-3 Bad PPI	7	-4	1	-5	-5	6	-14	-26
Hck-Nef inh	0	18	30	0	-8	21	2	23

33: Cc1c(C(=O)Nc2ccc(F)c(F)c2)oc2ccc(S(=O)(=O)N3CCCCC3)cc12
34: O=C(CSc1ccc(Cl)cc1)N1CCOCC1
35: CN(C)CCNC(=O)c1cccc(S(=O)(=O)Nc2ccc(F)cc2)c1
36: CCCCNC(=O)CSc1nccn1Cc1ccccc1
37: O=C(CNC(=O)C(c1ccccc1)c1ccccc1)OCC(=O)c1cccs1
38: NS(=O)(=O)c1cc(C(=O)OCC(=O)Nc2ccc(N3CCCCC3)cc2)ccc1Cl
39: CNc1nc(Nc2ccc(C(C)=O)cc2)nc(OC(C(F)(F)F)C(F)(F)F)n1
40: COc1cccc(CNC(=O)CCC2CCCN(C(=O)c3csc(C(C)C)n3)C2)c1 (stereo not given)

assay / entry	33	34	35	36	37	38	39	40
FXIa inh 1536	-1	-6	-4	1	8	2	-3	6
KLK5 inh	-14	-1	-9	-16	-16	6	-1	·
Runt-CBFb FRET	3	0	2	0	0	81*	-4	0
Thrombin inh	-7	-1	-12	-1	2	4	-9	3
Wee1 stabilizer	1	1	0	-1	-2	4	0	-1
FXIIa inh	5	8	3	12	10	11	3	12
Runt-SMMHC FRET	1	0	1	0	-4	1	-7	1
14-3-3 Bad PPI	-15[fluorescence artefact?]	12	-10	-1	-16	-3	16	3
Hck-Nef inh	3	7	22	-1	5	-4	1	-1

41: CC(C)(C)C(=O)NC(=S)Nc1ccc(Cl)c(C(=O)O)c1
42: CO/N=C/CC(=O)c1cnc(-c2ccccc2)s1
43: COc1cccc(NC(=O)Nc2cnccn2)c1
44: CC(=O)c1cccc(NC(=O)COc2ccccc2)c1
45: CCNC(=O)NNC(=O)C1CC(c2cccs2)=NO1 (stereo not given)
46: COc1cc(C(=O)Nn2c(O)c(C3=c4ccccc4=NC3=O)sc2=S)ccc1O
47: CC1CN(S(=O)(=O)N(C)C)CCN1S(=O)(=O)N(C)C (stereo not given)
48: O=C(Nc1ccc(S(=O)(=O)NCc2cccnc2)cc1)c1ccccc1Cl

assay / entry	41	42	43	44	45	46	47	48
FXIa inh 1536	-9	-2	3	-6	-9	-2	2	-5
KLK5 inh	-7	-2	·	-30	-8	-1	-5	-20
Runt-CBFb FRET	5	-1	2	0	0	21	3	1
Thrombin inh	-8	-6	3	-20	-3	-7	1	-9
Wee1 stabilizer	-4	-2	2	-1	3	-3	-1	2
FXIIa inh	4	4	10	-3	11	6	14	2
Runt-SMMHC FRET	1	-6	1	-2	-1	4	-2	0
14-3-3 Bad PPI	-7	-10	-1	-9[fluorescence artefact?]	9	-3	9	-14
Hck-Nef inh	0	20	5	0	2	15	-21	4

49: O=C(Nc1ccc(-n2cnnn2)cc1)C(c1ccccc1)c1ccccc1
50: CCn1ccc(C(=O)N2CCOCC2)n1
51: COC(=O)Cc1ccc(NC(=O)c2ccc(C)c(C)c2)cc1
52: Cc1cc(C)nc(NS(=O)(=O)c2ccc(NC(=O)Nc3ccccc3F)cc2)n1
53: COc1cc(OC)cc(C(=O)Nc2ccccc2-c2nnn(CC(N)=O)n2)c1
54: CC1CCC(NC(=O)c2ccc(CNc3c(NC4CCCCC4)c(=O)c3=O)cc2)CC1 (stereo not given)
55: CCN(CC)CCC(=O)Nc1cccc2c1C(=O)c1ccccc1C2=O
56: Cc1cc(C)n(-c2nc3ccccc3nc2Nc2ccc3[nH]c(=O)[nH]c3c2)n1
57: O=c1cc(CO)[nH]cc1OCc1ccccc1
58: COc1cccc(/C=N/NC(=O)C(c2ccncc2)N2CCOCC2)c1 (stereo not given)
59: CCOC(=O)C1CCCN(CCC(=O)Nc2c(C(=O)OC)[nH]c3cc(OC)ccc23)C1 (stereo not given)

assay / entry	49	50	51	52	53	54	55	56	57	58	59
FXIa inh 1536	-6	-2	8	-3	5	2	3	4	1	4	5
KLK5 inh	-7	-12	-5	-1	3	-8	3	-15	-2	1	-23
Runt-CBFb FRET	-2	1	2	2	-4	-2	-26	-3	0	1	1
Thrombin inh	-16	3	3	-10	1	1	2	-2	-5	-1	-1
Wee1 stabilizer	-2	2	6	3	1	2	-1	0	-2	-1	-2
FXIIa inh	3	9	26	1	8	7	5	13	9	2	11
Runt-SMMHC FRET	4	0	-5	-4	3	-1	-84	-8	-2	0	1
14-3-3 Bad PPI	-9	-10	-9	-11	26	14	3	8	-16	-4	-2[fluorescence artefact?]
Hck-Nef inh	21	4	-17	7	-5	6	17	-1	19	14	0
